Screens: PubChem BioAssay, Fisher Drug Discovery Resource Center
hcGAS inh – blocks human cGAS activity; inhibition, % at 12.5 µM; recombinant h-cGAS, ATP depletion, Kinase-Glo luminescence; actives 0.081% (n = 290,000);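 note: 0% = vehicle reaction and 100% = reaction without DNA for no activity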
Target sequence (Q8N884 whole entry, looked up): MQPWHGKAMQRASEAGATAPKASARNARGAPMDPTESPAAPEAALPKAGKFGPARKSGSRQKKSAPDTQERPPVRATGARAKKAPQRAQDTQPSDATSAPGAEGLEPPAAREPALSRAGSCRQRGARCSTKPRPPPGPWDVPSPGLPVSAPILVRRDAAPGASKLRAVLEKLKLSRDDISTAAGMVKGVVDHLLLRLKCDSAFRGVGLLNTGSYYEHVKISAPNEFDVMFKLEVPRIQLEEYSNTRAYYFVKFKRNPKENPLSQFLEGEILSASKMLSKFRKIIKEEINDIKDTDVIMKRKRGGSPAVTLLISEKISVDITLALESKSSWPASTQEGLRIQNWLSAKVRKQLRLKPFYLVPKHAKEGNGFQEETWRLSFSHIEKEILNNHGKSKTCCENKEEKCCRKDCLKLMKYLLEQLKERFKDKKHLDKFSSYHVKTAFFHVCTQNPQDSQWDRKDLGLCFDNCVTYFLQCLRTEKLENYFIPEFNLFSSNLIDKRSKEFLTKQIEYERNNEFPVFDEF
mcGAS lum – mouse cGAS inhibition by luminescence | inhibition, % at 12.5 µM | recombinant cGAS, Kinase-Glo ATP depletion luminescence | actives 0.15% (n = 160,000);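 note: 0% = negative control wells and 100% = reference inhibitor with no enzyme activity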
NPYLR7 agonist – mosquito NPYLR7 agonism; HEK293T NPYLR7/Galpha15, GCaMP6s calcium fluorescence; activation, % at 10 µM; actives 0.15% (n = 270,000); AID 1259423; in the data active = activation above about 40%;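 note: 0% = vehicle and 100% = reference agonist at the receptor; some compounds past the cut are filed as inactive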
An asterisk follows results filed as active; . = not tested or not shown. Cut-off read from the data, not from the text of the source, unless noted: active = inhibition above about 40%; inactive = the rest.

A first look:
(1) Cc1nn(C2CCS(=O)(=O)C2)c2nc(-c3ccc(F)cc3)cc(C(=O)NCCc3ccccc3)c12 (stereo not given)
(2) CCN(CC)C(=O)[C@@H]1C[C@@H](N)CN1C(=O)C1CCC(O)CC1 (stereo not given in full)
(3) COC(=O)c1ccc(NC(=O)c2ccoc2)c(OCC(F)(F)F)c1

assay / entry,1,2,3
hcGAS inh,-0.7,-12.2,-6.3
mcGAS lum,-0.5,-5.6,.
NPYLR7 agonist,2.7,.,-0.9

The listing, from the first entry:
(1) Cc1nn(C2CCS(=O)(=O)C2)c2nc(-c3ccc(F)cc3)cc(C(=O)NCCc3ccccc3)c12 (stereo not given)
(2) CCN(CC)C(=O)[C@@H]1C[C@@H](N)CN1C(=O)C1CCC(O)CC1 (stereo not given in full)
(3) COC(=O)c1ccc(NC(=O)c2ccoc2)c(OCC(F)(F)F)c1
(4) CCn1nccc1C(=O)N(CCN(C)C)c1nc2c(OC)cccc2s1
(5) CC(=O)N1CCC(NCCCn2ccc3ccccc32)CC1
(6) CN1CCN(S(=O)(=O)c2cc(C(=O)O)cc(-c3cccnc3)c2)CC1
(7) CCCCOCC(O)CN(Cc1c(-c2ccccc2)nn(C)c1Oc1cccc(C)c1)CC1CC1 (stereo not given)
(8) O=S(=O)(Nc1ccccc1-n1cncn1)c1ccc2c(c1)CCCC2
(9) CCOC(=O)c1ccc2c(c1)nc(SCc1ccc(C(F)(F)F)cc1)n2CCCOC(C)C
(10) CCOc1ccc(C(=O)Nc2nc(C)c(C(=O)OC)s2)cc1[N+](=O)[O-]

assay / entry,1,2,3,4,5,6,7,8,9,10
hcGAS inh,-0.7,-12.2,-6.3,-1.6,-6.0,-6.1,-4.9,4.2,-6.3,-2.8
mcGAS lum,-0.5,-5.6,.,-9.5,-11.2,.,-4.1,.,-9.2,-2.7
NPYLR7 agonist,2.7,.,-0.9,0.1,.,5.4,8.6,-2.9,12.5,1.6

(11) CCc1ccc(S(=O)(=O)Nc2ccc(-c3ccc(S(C)(=O)=O)nn3)cc2)s1
(12) COc1ccccc1-c1cc(C(=O)N2CCN(c3ccccc3F)CC2)nc2c(-c3ccccc3)c(C)nn12
(13) Cc1ccc(F)c(N2CCN(C(=O)C3CCC3)C(C)C2=O)c1 (stereo not given)
(14) COc1ccc(NS(=O)(=O)c2cc(C(=O)O)ccc2C)c(C(F)(F)F)c1
(15) CCC(=O)Nc1cc(C(C)(C)C)nn1-c1ccc(OC)cc1
(16) CN(C)CCCN1C(=O)C(=O)C(=C(O)c2ccc(Cl)cc2)C1c1ccccc1 (stereo not given)
(17) Cc1nn(CC(=O)Nc2sc(C)c(C)c2C(N)=O)c(C)c1[N+](=O)[O-]
(18) Cc1cccc(NC(=O)NNC(=O)c2cccn(Cc3cccc(F)c3)c2=O)c1
(19) CC(C)c1noc(C(C)N2CCN(Cc3nnc(C4CC4)o3)CC2)n1 (stereo not given)
(20) O=C1CCCN1CCC1CCCCN1C(=O)NCc1ccc(Cl)cc1 (stereo not given)

assay / entry,11,12,13,14,15,16,17,18,19,20
hcGAS inh,-9.7,-6.0,2.8,-8.6,-4.5,-6.4,-3.4,-10.8,-10.0,-6.3
mcGAS lum,-7.2,-10.3,1.2,-16.0,-8.4,-7.7,.,.,.,.
NPYLR7 agonist,13.8,9.4,-7.3,9.3,26.2,1.9,-0.8,4.7,2.1,9.0

Copied from above: compounds 17–20
(17) Cc1nn(CC(=O)Nc2sc(C)c(C)c2C(N)=O)c(C)c1[N+](=O)[O-]
(18) Cc1cccc(NC(=O)NNC(=O)c2cccn(Cc3cccc(F)c3)c2=O)c1
(19) CC(C)c1noc(C(C)N2CCN(Cc3nnc(C4CC4)o3)CC2)n1 (stereo not given)
(20) O=C1CCCN1CCC1CCCCN1C(=O)NCc1ccc(Cl)cc1 (stereo not given)

assay / entry,17,18,19,20
hcGAS inh,-3.4,-10.8,-10.0,-6.3
mcGAS lum,.,.,.,.
NPYLR7 agonist,-0.8,4.7,2.1,9.0

The list goes on:
(21) O=C(c1cccs1)N1CCN(C2CCCC2)CC1
(22) C[C@@]1(O)CCN(c2ncnc3ccsc23)C[C@@H]1Cc1ccccc1
(23) O=c1c2ccccc2ncn1CC(O)COC1CCCc2ccccc21 (stereo not given)
(24) C(=NNC1=Nc2cccc3cccc1c23)c1cccnc1
(25) COc1cc(CC(=O)N2CCC3(CC2)OCc2cc(-c4cccc(C#N)c4)ccc2O3)cc(OC)c1OC
(26) COc1ccc(-c2cnc(-c3ccc(CNC(=O)c4ccc(F)cc4)cc3)[nH]2)cc1
(27) COc1ccc2oc(=Nc3ccc(C(C)=O)cc3)c(C(N)=O)cc2c1
(28) COc1ccccc1CN(Cc1ccc(F)cc1)CC(O)COc1ccc(Cl)cc1 (stereo not given)
(29) CCc1nc(=S)c2c([nH]1)-c1ccccc1CC21CCCCC1
(30) CCC(C(=O)N(CCOC)Cc1cc(NC(=O)c2ccccc2Cl)ccc1N(C)C)c1ccccc1 (stereo not given)

assay / entry,21,22,23,24,25,26,27,28,29,30
hcGAS inh,-7.2,0.3,-4.9,0.1,2.9,-5.4,4.1,-5.6,-4.0,-3.9
mcGAS lum,.,-1.1,-2.0,.,-2.4,-4.0,1.1,-5.4,.,-3.7
NPYLR7 agonist,11.6,.,-3.4,-10.0,-28.7,4.1,-10.3,1.1,-0.3,-0.3

(31) CN(C)c1ccc(NC(=O)c2ccco2)cc1CN(Cc1ccccc1)S(=O)(=O)c1cccc(Cl)c1
(32) Cc1cc(C)nc(Nc2nc(C(N)Cc3ccc(F)cc3)cs2)n1 (stereo not given)
(33) Cc1ccc(OCc2cc(C(=O)N3CCC(Cc4ccccc4)CC3)no2)cn1
(34) O=S(=O)(c1ccc(N2CCC(C(O)c3ccc(Cl)cc3)CC2)nc1)N1CCCC1 (stereo not given)
(35) CCc1nc(CN(C)C(=O)C(=O)Nc2ccc(F)c(C)c2)cs1
(36) O=C(NC1CC2CCC(C1)N2Cc1ccoc1)c1c(F)c(F)c(F)c(F)c1F (stereo not given)
(37) Cc1cccc(OC(F)F)c1NC(=O)C1(C)CCN1C(=O)Cc1ccc(C(C)(C)C)cc1 (stereo not given)
(38) CSc1nc(C(=O)N2CCCC(N3CCN(c4ccccc4C)CC3)C2)cs1 (stereo not given)
(39) C=CCOCC(O)CN(Cc1c(C)nn(-c2ccccc2)c1Oc1ccccc1OC)CC1CCCO1 (stereo not given)
(40) O=C(Nc1ccccc1C(=O)NCc1ccco1)c1cc(=O)c2ccccc2o1

assay / entry,31,32,33,34,35,36,37,38,39,40
hcGAS inh,-3.5,-1.1,-6.2,-6.3,-13.8,-6.6,6.0,-0.3,-5.0,-5.7
mcGAS lum,-7.6,-4.5,.,-17.2,.,-8.4,.,.,-4.7,-17.2
NPYLR7 agonist,18.8,-4.5,5.5,-2.0,-0.3,4.2,4.7,0.9,5.9,17.3

Six records picked at random from the list so far, as already listed:
(38) CSc1nc(C(=O)N2CCCC(N3CCN(c4ccccc4C)CC3)C2)cs1 (stereo not given)
(31) CN(C)c1ccc(NC(=O)c2ccco2)cc1CN(Cc1ccccc1)S(=O)(=O)c1cccc(Cl)c1
(33) Cc1ccc(OCc2cc(C(=O)N3CCC(Cc4ccccc4)CC3)no2)cn1
(39) C=CCOCC(O)CN(Cc1c(C)nn(-c2ccccc2)c1Oc1ccccc1OC)CC1CCCO1 (stereo not given)
(40) O=C(Nc1ccccc1C(=O)NCc1ccco1)c1cc(=O)c2ccccc2o1
(37) Cc1cccc(OC(F)F)c1NC(=O)C1(C)CCN1C(=O)Cc1ccc(C(C)(C)C)cc1 (stereo not given)

assay / entry,38,31,33,39,40,37
hcGAS inh,-0.3,-3.5,-6.2,-5.0,-5.7,6.0
mcGAS lum,.,-7.6,.,-4.7,-17.2,.
NPYLR7 agonist,0.9,18.8,5.5,5.9,17.3,4.7

Next part.
(41) COC(=O)N1CCN(C(C(=O)NCCc2ccc(OC)cc2)C2CCCC2)CC1 (stereo not given)
(42) CCNC(=O)N(CCOC)CC(=O)N1CCN(c2ccc(-c3ccccc3)nn2)CC1
(43) CCN(CCOc1ccccc1F)C(=O)c1cc(C(C)C)[nH]n1
(44) Cc1nnc(NCC(c2ccccc2Cl)N(C)C)c(C#N)c1C (stereo not given)
(45) CC(C)(C)Sc1ccc(SC#N)s1
(46) O=C1CN(c2ccc(NC(=O)Cc3c(Cl)cccc3Cl)cn2)CCN1
(47) Cc1cccc(CNC(=O)c2sc(=O)n(Cc3c(C)cccc3C)c2C)c1
(48) Cc1noc(C)c1CC(=O)NCC12CC3CC(CC(C3)C1)C2
(49) O=C(CSc1ccc(C(=O)NCCc2cccc(Cl)c2)cn1)c1ccc(Cl)cc1
(50) C=CCn1c(SCc2ccc(C(=O)N3CCN(c4ccccc4F)CC3)cc2)nnc1-c1cccc(OC)c1

assay / entry,41,42,43,44,45,46,47,48,49,50
hcGAS inh,-1.7,-6.9,3.3,-2.8,-2.0,-13.9,2.6,-6.2,-7.3,-2.2
mcGAS lum,-4.9,.,-1.3,.,-5.6,.,.,.,-2.0,-7.6
NPYLR7 agonist,1.3,19.5,-0.4,-0.3,-7.7,-2.1,2.8,7.0,-2.8,3.8

(51) CCNC(=O)c1coc(CN(Cc2ccc(F)cc2)Cc2ccccc2Cl)n1
(52) CCOc1ccc(-c2cc(C(=O)O)c3[nH]c(C)nc3n2)cc1
(53) O=C(NN=Cc1ccc(-c2ccc([N+](=O)[O-])cc2)o1)c1ccncc1
(54) Cc1cc(N(C)C)ccc1NC(=O)c1ccsc1
(55) CCCOc1cccn2c(N(C)C(=O)c3ccc(C)cc3)c(CC)nc12
(56) CC1=CCc2c(cc3oc(C)cc(=O)c3c2O)OC1
(57) Cc1nc2c(=O)n(CC(=O)Nc3ccccc3)nc(-c3cccs3)c2s1
(58) COCC(=O)N1CCN(c2cc(Oc3ccc(F)cc3Cl)ncn2)CC1C (stereo not given)
(59) COc1ccccc1N1CCN(c2ccc(N)cc2C(=O)NC(C)c2ccccc2)CC1 (stereo not given)
(60) COc1ccc(C(=O)N2CCC3(CC2)OCC(C(=O)NCc2ccccn2)N3C(=O)c2ccccc2C)cc1OC (stereo not given)
(61) CCOc1ncccc1-c1ccc(-c2nn[nH]n2)cc1

assay / entry,51,52,53,54,55,56,57,58,59,60,61
hcGAS inh,3.7,-6.5,1.5,0.1,1.8,3.8,-4.3,-4.2,-2.3,-5.7,-3.6
mcGAS lum,0.7,-9.7,-0.2,.,2.1,1.4,-7.0,-4.6,.,-5.4,.
NPYLR7 agonist,1.3,-1.4,-2.1,0.7,-20.2,.,-3.7,10.9,3.4,0.1,-8.8
